# RAD54 inh – RAD54 (human) branch migration inhibition; 360,000 compounds, 0.14% hits; inhibition, % at 10.4 µM; AID 602329; RAD54 Holliday junction branch migration, FAM/BHQ fluorescence; Q92698;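 active = mean normalized replicate activity at least 40 and at least half of replicates scoring 40 or more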;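 note: 0% = median of neutral control wells and 100% = median of positive control wells; inhibitors cause a drop in the FAM fluorescence signal; in these data hits start at about 50%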
# Target sequence (Q92698 whole entry, looked up): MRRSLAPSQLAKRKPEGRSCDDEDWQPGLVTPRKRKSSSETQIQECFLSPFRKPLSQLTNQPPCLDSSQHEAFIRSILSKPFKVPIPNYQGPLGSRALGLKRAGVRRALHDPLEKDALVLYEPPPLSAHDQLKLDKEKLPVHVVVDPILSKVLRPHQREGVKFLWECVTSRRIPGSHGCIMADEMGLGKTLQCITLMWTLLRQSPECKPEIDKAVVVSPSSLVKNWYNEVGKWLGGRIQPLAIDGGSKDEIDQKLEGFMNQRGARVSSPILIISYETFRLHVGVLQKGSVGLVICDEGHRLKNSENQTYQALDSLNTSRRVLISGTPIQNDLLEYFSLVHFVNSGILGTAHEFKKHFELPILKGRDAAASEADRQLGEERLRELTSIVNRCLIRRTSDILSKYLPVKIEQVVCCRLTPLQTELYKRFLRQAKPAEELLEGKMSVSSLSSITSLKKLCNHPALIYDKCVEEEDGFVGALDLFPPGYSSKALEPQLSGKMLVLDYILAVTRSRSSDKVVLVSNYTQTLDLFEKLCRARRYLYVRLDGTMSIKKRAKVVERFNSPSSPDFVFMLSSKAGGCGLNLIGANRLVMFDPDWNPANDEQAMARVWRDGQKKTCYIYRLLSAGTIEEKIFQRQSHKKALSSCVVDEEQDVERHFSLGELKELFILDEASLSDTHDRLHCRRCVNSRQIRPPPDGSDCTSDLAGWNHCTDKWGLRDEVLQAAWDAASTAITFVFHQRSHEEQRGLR
# esBAF inh – SWI/SNF esBAF complex inhibition | mouse ES cells, Bmi1-luciferase knock-in reporter, 24 h; 100% = twice the neutral-well signal | reporter increase, % at 12.5 µM | 350,000 compounds, 2% hits | AID 602393; in the data active = activation above about 40%;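 note: 0% = median of the plate's neutral control wells and 100% = double that signal; a rise in the Bmi1 reporter signal indicates esBAF inhibition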
# ARNT-TACC3 inh – disruptors of human ARNT/TACC3 interaction. Q9Y6A5. AlphaScreen His-ARNT PAS-B/GST-TACC3 binding, luminescence; TACC3 fragment carries E629A point mutation. inhibition, % at 9.99 µM. 390,000 compounds, 0.66% hits. AID 623870;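 active = mean inhibition of replicates at least 50% and at least half of replicates each reaching 50%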;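 note: 0% = complete ARNT plus TACC3 wells and 100% = ARNT alone without TACC3; many hits fall short of the cut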
# The depositor's hits bear a star.
SMILES,RAD54 inh,esBAF inh,ARNT-TACC3 inh
CCC(=O)OCC(=O)c1c(N)n(Cc2ccccc2)c(=O)n(C)c1=O,-0.9,9.7,1.5
CCOc1cccc2sc(N(CCN(C)C)C(=O)/C=C/c3cccs3)nc12,3.5,-2.8,0.1
Cc1ccc(-c2cc(N)n3nc(-c4ccc(C)cc4)cc3n2)cc1,12.9,-1.4,-5.0
O=C(Nc1ccccc1)NC1(C(=O)NCc2cccs2)CCCCC1,0.4,-3.2,-8.6
CCCCCn1c(=O)[nH]c2cc(C(=O)N3CCN(Cc4ccc5c(c4)OCO5)CC3)ccc2c1=O,-12.8,-35.8,2.3
CCCN1C(=O)c2ccccc2NC1c1ccc(OC)cc1O (stereo unspecified),-1.5,-2.3,-5.3
Cn1c(SCC(=O)N/N=C/C=C\c2ccco2)nc2ccccc21,0.8,5.3,11.1
O=c1c(-c2ccnn2-c2cccc(Cl)c2)cnc2n1CCS2,-3.5,12.2,-9.2
COc1ccc(/C=C(\NC(=O)c2ccc(OC)c(OC)c2)C(=O)NCCc2c[nH]c3ccccc23)cc1,-8.0,7.0,1.8
O=C(OCc1cn(-c2ccc(Cl)cc2)nn1)c1ccccc1,3.5,-6.2,-3.0
CCOC(=O)c1csc(NC(=O)CSc2nnc(C3CC3)n2C)n1,6.4,-2.8,-6.5
CC1Cc2ccccc2N1C(=O)CSc1nnc(CSc2ncccn2)n1C (stereo unspecified),2.6,-1.2,-1.0
Clc1ccc(-c2cc(CSc3ccccc3)on2)cc1,-9.1,21.8,-7.3
O=S(=O)(c1cccs1)N1CCN(C/C=C/c2ccccc2)CC1,11.9,-4.0,3.3
CCCCNC(=O)C1CCN(S(=O)(=O)c2cnc[nH]2)CC1,3.3,4.9,19.9
CC(=O)c1ccc(N(C)C)c2c(N(C)C)cccc12,4.3,0.7,4.1
CCOC(=O)C1CCCN(C(=O)c2ccc3c(=O)n(CCOC)c(=S)[nH]c3c2)C1 (stereo unspecified),-5.7,7.6,-0.9
O=C(c1ccccc1)C(Sc1ncn[nH]1)c1ccccc1 (stereo unspecified),0.7,-0.3,-3.7
O=C(COC(=O)c1cc(S(=O)(=O)NCc2ccccc2)ccc1O)NCc1ccccc1,0.8,-0.7,1.4
CCN(CC)CCNC(=O)C(C)c1nn(C)c(=O)c2ccccc12 (stereo unspecified),-9.2,0.2,-1.0
CCOC(=O)N1CCN(Cc2nc(-c3ccc(Cl)cc3)no2)CC1,-3.2,-0.1,-7.3
COc1ccc(C(C(=O)NC2CCCCC2)N(C(=O)c2cccs2)c2ccc3c(c2)OCO3)cc1 (stereo unspecified),11.3,-1.3,-6.3
O=C(O)Cn1nnc(-c2cccs2)n1,-0.7,-12.8,3.1
CCOC(=O)c1ccc(NC(=O)Cn2nnc(-c3ccccc3)n2)cc1,-5.8,-6.3,-27.3

# Entries from the list above that contain a halogen, in the order listed:
SMILES,RAD54 inh,esBAF inh,ARNT-TACC3 inh
O=c1c(-c2ccnn2-c2cccc(Cl)c2)cnc2n1CCS2,-3.5,12.2,-9.2
O=C(OCc1cn(-c2ccc(Cl)cc2)nn1)c1ccccc1,3.5,-6.2,-3.0
Clc1ccc(-c2cc(CSc3ccccc3)on2)cc1,-9.1,21.8,-7.3
CCOC(=O)N1CCN(Cc2nc(-c3ccc(Cl)cc3)no2)CC1,-3.2,-0.1,-7.3

# Next section:
SMILES,RAD54 inh,esBAF inh,ARNT-TACC3 inh
O=S(=O)(c1ccc(OCC(O)CN2CCN(c3ccccc3)CC2)cc1)N1CCOCC1 (stereo unspecified),9.9,0.4,25.0
CS(=O)(=O)N(CC(=O)NC1CC1)c1cccc(F)c1,4.6,-0.3,-2.8
Cc1ccc(-c2c(C)n([O-])c3c([n+]2=O)CCCC3)o1,10.5,-15.2,0.4
CNC(=O)Nc1cccc(NC(=O)NC)n1,-1.6,-8.8,4.0
COc1cc2c(cc1OC)C(/C(C#N)=N\O)=NC(C)(C)C2,-7.0,6.2,-2.2
O=C(Nc1ccccc1Cl)c1ccccc1Oc1ccc(C(F)(F)F)cc1[N+](=O)[O-],0.9,-3.5,0.8
CCCn1nnnc1SCC(=O)N1CCCc2ccccc21,-9.2,-12.0,-0.7
Cc1ccc(NC(=O)CS(=O)CC(=O)Nc2cccc(C)c2C)cc1F (stereo unspecified),2.6,-6.2,-1.5
Cc1ccc(-c2noc(CCC(=O)N(C)c3ccccc3C)n2)cc1,2.8,11.5,-13.4
COc1ccc(C(=O)C2CCN(C(=O)c3ccc(C)cc3)CC2)cc1,-3.4,5.5,-3.4
Cc1ccnc(SCC(=O)N2CCN(c3cccc(Cl)c3)CC2)n1,-3.4,4.6,0.0
COc1ccc(Nc2oc(COc3ccc(OC)cc3)nc2C#N)cc1,4.5,-56.2,2.3

# Some of the entries above, reformatted:
# Results follow in this order: RAD54 inh	esBAF inh	ARNT-TACC3 inh
COc1cc2c(cc1OC)C(/C(C#N)=N\O)=NC(C)(C)C2
    -7.0	6.2	-2.2
O=C(Nc1ccccc1Cl)c1ccccc1Oc1ccc(C(F)(F)F)cc1[N+](=O)[O-]
    0.9	-3.5	0.8

# (listing goes on)
SMILES,RAD54 inh,esBAF inh,ARNT-TACC3 inh
Cc1cc(-c2c(C)n([O-])c(C)c(C)[n+]2=O)ccc1F,-13.8,1.5,-8.6
O=C1C2CCCN2c2ccc(S(=O)(=O)N3CCOCC3)cc2N1Cc1ccccc1F (stereo unspecified),8.8,2.1,2.8
O=c1oc2ccccc2c(Nc2ccccc2)c1[N+](=O)[O-],1.1,-4.9,-5.3
CSc1nc(SCC(=O)NC(c2ccccc2)c2ccccc2)c2c3c(sc2n1)CN(C)CC3,32.7,-3.1,7.3
COc1ccc(C(=O)NCc2cn3ccccc3n2)cc1,5.1,-5.0,-0.8
COc1cc(C2C(C#N)=C(N)N(c3cccnc3)C3=C2C(=O)CC(C)(C)C3)ccc1O (stereo unspecified),-5.3,-4.9,5.9
COc1cc(CN2CCC(C(=O)N3CCCC(C)C3)CC2)cc(Br)c1O (stereo unspecified),3.3,5.4,-1.7
CSc1nc(C)c(CCOC(=O)c2cccc(C)c2)c(=O)[nH]1,-0.9,3.9,-9.0
Cn1c(OCc2cccnc2)nc2c1c(=O)n(Cc1ccccc1)c(=O)n2C,-11.6,8.0,10.8
CC(C)C(C(=O)C=[N+]=[N-])N1C(=O)c2ccccc2C1=O (stereo unspecified),-2.4,-0.1,1.3
Cn1c(SCC(=O)NCc2ccccc2)nc2ccccc21,9.2,1.4,-4.2
Cc1ccc(S(=O)(=O)N2CCC(N3CCCCCC3)CC2)cc1,-9.4,9.1,0.7
O=C(CSc1n[nH]c(-c2cccs2)n1)N1CCCc2ccccc21,-1.2,3.7,-17.1
COc1ccc(C2=NOC(C(=O)Nc3cc(Br)ccc3O)C2)cc1OC (stereo unspecified),-10.3,-5.0,-3.3
Cn1c(CNC(=O)Nc2ccccc2Cl)nnc1SCc1ccccc1,0.5,-4.2,-17.4
COc1ccc(/C=N/NS(=O)(=O)c2ccc(C)cc2)cc1OC(=O)c1ccc(C)cc1,5.8,-0.2,0.2
Cc1ccc2[nH]c3c(NCc4ccco4)ncnc3c2c1,4.1,-4.8,3.2
CCN(CC(F)(F)C(F)F)S(=O)(=O)c1ccc(NC(=O)OC)cc1,2.7,1.7,-1.6
COc1ccc(C2CCCN2C(=O)c2cccs2)cc1 (stereo unspecified),-4.9,0.2,-4.1
O=C(Oc1cccc2cccnc12)c1cccc(-n2cnnn2)c1,2.2,2.9,8.0
O=C(O)C(CCCCN1C(=O)c2ccccc2C1=O)N1C(=O)c2ccccc2C1=O (stereo unspecified),-1.5,0.0,-9.3
COc1ccc(OC)c(NC(=O)CCN2CCN(Cc3ccccc3)CC2)c1,13.2,0.6,-0.9
COc1ccc(CCNc2nc(C)cc(=O)[nH]2)cc1OC,-9.0,3.2,-8.9
CC(C)(C)c1nc2scc(-c3ccc(Cl)cc3)c2c(=O)o1,0.6,6.3,6.5
CCOc1ccc(NC(=O)C2CCN(c3nnnn3-c3ccccc3)CC2)cc1,6.5,5.6,-1.9
CCCN1CCC(N(C)CCc2ccc(OC)c(OC)c2)CC1,2.3,-6.1,-7.2
COc1cc(C(=O)Nc2ccc(S(=O)(=O)N3CCCCC3C)cc2)cc(OC)c1OC (stereo unspecified),4.7,-0.9,-5.5
Clc1ccc(-c2cnc3n2CCC3)cc1,-4.7,36.1,-6.9
Cc1cc(C)c2c(N)c3ccccc3nc2n1,100.2*,2.7,1.6
CSc1cccc(NC(=O)/C=C/c2ccccc2)c1,15.5,61.7*,-5.0
COc1ccc(-c2ccc(=O)n(CC(=O)Nc3nnc(C(C)C)s3)n2)cc1OC,-9.5,-9.0,-9.1
O=C(Oc1c(Cl)cc(Cl)c2cccnc12)N1CCOCC1,2.3,0.7,-2.7
CC(C)(C)n1nnnc1C(c1ccc(Cl)cc1)N1CCCc2ccccc21 (stereo unspecified),-7.9,0.3,0.0
Cc1c(NC(=O)C2CCCN2C(=O)c2cccs2)c(=O)n(-c2ccccc2)n1C (stereo unspecified),5.3,-0.8,-10.6
COc1ccc(C(=O)Nc2nc(N)n(-c3ccccc3)n2)cc1OC,13.1,-8.2,21.5
CCc1ccc(CSc2nccn2-c2ccccc2)cc1,-2.6,-8.3,30.5
CNC(=O)c1cn(-c2ccccc2)c(=O)c2ccccc12,-8.1,-2.1,-11.3
Cc1ccccc1OCC(=O)N/N=C/c1ccc(Sc2nc3ccccc3s2)o1,5.0,7.9,0.1
CCOc1cc2[nH]c(=S)n(CCCCC(=O)NCc3ccco3)c(=O)c2cc1OCC,5.8,9.7,-1.7
CC(=O)Nc1c(O)nc(SCC(=O)Nc2c(C)cccc2C)[nH]c1=O,-12.6,-8.8,-14.5
CCC(C)NC(=O)C1CCC(CNS(=O)(=O)c2cccc3nsnc23)CC1 (stereo unspecified),4.5,-4.1,-4.0
COc1ccc(-c2cc(C(=O)Oc3ccc([N+](=O)[O-])cc3)c3ccccc3n2)cc1,-4.2,-2.0,-20.8
CN(C)CC(C)(C)CNC(=O)c1cc(=O)c2ccccc2o1,-0.5,0.5,-9.8
N#Cc1ccccc1Sc1ccccc1C(=O)Nc1ccccc1,6.9,0.6,-0.2
COc1ccc(-c2cc(=O)c3ccccc3n2C)cc1,-7.8,7.1,-0.6
CCN(C(=O)COC(=O)c1cnc(C)cn1)C1CCCCC1,2.3,-2.9,-6.5
O=C(Nc1cc(Cl)cc(Cl)c1)C(NCCO)c1ccccc1 (stereo unspecified),-8.3,-12.4,-1.9
c1ccc2sc(SN3CCOCC3)nc2c1,-7.0,7.7,16.4
COc1cccc(NC(=O)CN2CCN(c3nc(-c4cccc(OC)c4)cs3)CC2)c1,4.8,-0.8,-4.7
COc1cc2c(cc1CNC[C@H]1O[C@@H](n3cnc4c(N)ncnc43)[C@H](O)[C@@H]1O)OCO2,-5.4,2.6,1.2
CN(C)c1ccc(C2NCC(CCl)O2)cc1 (stereo unspecified),-11.4,-4.0,-2.2
CN(C)S(=O)(=O)Oc1cccc(C(=O)Nc2ccc(Cl)cc2)c1,4.6,18.7,-5.1
Clc1ccc(-c2nnn(Cc3nc4ccccc4s3)n2)cc1,-3.8,18.0,-5.3
Cc1ccc(NC(=O)CSc2nc(NS(=O)(=O)c3ccccc3)cc(=O)[nH]2)cc1,2.7,2.3,3.9
Cc1cccc(C)c1NC(=O)N1CCN(c2nc3ccccc3s2)CC1,0.2,47.8*,-2.8
CCC1(CC)Cc2ccccc2-c2nc(CN3CCOCC3)[nH]c(=O)c21,-7.1,5.2,-10.0
Cc1ccc(-c2nc3ccccc3[nH]2)cc1NC(=O)c1sc2ccccc2c1Cl,10.8,-0.9,-3.6
CCc1ccc2[nH]c(=O)c(CN(CCN(C)C)C(=O)Nc3ccccc3)cc2c1,1.3,-7.0,1.3
Cc1cccc2cc(C#N)c(SCC(=O)Nc3ccccc3N3CCOCC3)nc12,-1.0,-4.1,2.6
C=CCOn1c(=O)c(C)[n+]([O-])c2ccccc21,-1.2,1.6,-3.9

# Remaining list, next part.
SMILES,RAD54 inh,esBAF inh,ARNT-TACC3 inh
Cn1c(=O)c2c(ncn2CC(=O)N(Cc2ccccc2)c2ccccn2)n(C)c1=O,3.0,-5.3,-1.7
CC(C)(C)OC(=O)N1CCC[C@H]1c1nnc(SCc2ccc(Cl)cc2Cl)o1,-7.2,2.5,-2.1
CN(Cc1ccccc1)c1nc2c(c(=O)[nH]c(=O)n2C)n1C,-1.7,0.6,-11.5
COc1cccc(C(=O)O/N=C(\N)c2ccc([N+](=O)[O-])cc2)c1OC,-8.1,20.7,-3.6
COc1ccc(N2CCN(C(=O)C(CCSC)N=C3NS(=O)(=O)c4ccccc43)CC2)cc1 (stereo unspecified),-0.8,-7.9,1.3
O=C(CCN1CCN(CCO)CC1)Nc1ccc(OCc2ccccc2)cc1,6.8,7.6,3.0

# Looked up by structure from the entries so far (4):
SMILES,RAD54 inh,esBAF inh,ARNT-TACC3 inh
CC(C)(C)OC(=O)N1CCC[C@H]1c1nnc(SCc2ccc(Cl)cc2Cl)o1,-7.2,2.5,-2.1
O=C(CCN1CCN(CCO)CC1)Nc1ccc(OCc2ccccc2)cc1,6.8,7.6,3.0
CN(Cc1ccccc1)c1nc2c(c(=O)[nH]c(=O)n2C)n1C,-1.7,0.6,-11.5
COc1ccc(N2CCN(C(=O)C(CCSC)N=C3NS(=O)(=O)c4ccccc43)CC2)cc1 (stereo unspecified),-0.8,-7.9,1.3

# An excerpt; count on the stated rates, not on these rows.
